Screening results as filed in PubChem BioAssay.
U2OS ROS induce – ROS inducers in U2OS cancer cells, primary screen, cell-based, H2DCF-DA fluorescence; U2OS ROS induction; ROS induction (% of piperlongumine), % at 10 µM; 46,000 tested, 2% active; in the data active = ROS induction above about 79%, passing the limit was not always enough;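 also: 0% = DMSO vehicle median and 100% = reference compound median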
* hit, by the source's call. Some of the compounds tested; rates above refer to the full screens.

SMILES | U2OS ROS induce
O=C(Nc1ccccc1)C1=C[C@H](c2ccc3c(c2)Cc2ccccc2-3)C[C@H](OCc2ccc(CO)cc2)O1 | 11.1
C[C@H](CO)N1C[C@H](C)[C@@H](CN(C)Cc2ccc(C(=O)Nc3ccccc3N)cc2)Oc2ccc(NC(=O)Nc3ccc(F)cc3)cc2C1=O | -7.0
COc1ccc(CN(C)C[C@H]2Oc3ccc(NC(=O)Nc4ccc(OC)cc4)cc3C(=O)N([C@H](C)CO)C[C@H]2C)cc1 | -11.1
FC(F)(F)c1cc(-c2ccccc2)nc(NCc2cccnc2)n1 | 2.0
Cc1ccc(S(=O)(=O)NCC(=O)O)c(C)c1 | -7.8
CC(C)n1c(=S)[nH]c2cc(C(F)(F)F)ccc21 | -3.1
CCn1c(SCC(=O)Nc2ccccc2C)nnc1-c1ccccc1O | -10.2
CCOC(=O)c1c(NC(=O)C2(C)Cc3ccccc3C(=O)O2)sc(C)c1C (stereo not drawn) | -0.5
C[C@H](CO)N1C[C@H](C)[C@H](CN(C)Cc2ccccc2)Oc2ccc(NS(C)(=O)=O)cc2CC1=O | -17.0
COc1ccc(-c2c(C)oc3c(CN4CCN(C)CC4)c(O)ccc3c2=O)cc1 | -1.3
C[C@H](CO)N1C[C@H](C)[C@H](CN(C)S(=O)(=O)c2ccccc2F)OCc2cn(nn2)CCCC1=O | 72.8
C[C@H]1CN([C@@H](C)CO)C(=O)c2cc(NS(=O)(=O)c3ccc(F)cc3)ccc2O[C@@H]1CN(C)C(=O)NC1CCCCC1 | 9.9
Cn1nnc(NC(=O)CSc2nnnn2-c2ccc(F)cc2)n1 | -8.6
C[C@H](CO)N1C[C@H](C)[C@@H](CN(C)S(=O)(=O)c2ccc(Cl)cc2)Oc2c(NC(=O)C3CCCCC3)cccc2C1=O | -0.8
C[C@@H]1CN([C@@H](C)CO)C(=O)c2cc(NS(=O)(=O)c3ccc(F)cc3)ccc2O[C@@H]1CN(C)Cc1ccc(C(F)(F)F)cc1 | 18.1
Cc1cc(C(=O)CSc2ncn[nH]2)c(C)n1-c1cc(F)ccc1F | -12.4
CC1CC(=O)C2=C(C1)C(Cl)C(O)C1(O)C2C(=O)c2cccc(O)c2C1O (stereo not drawn) | -2.1
C[C@@H]1CCCCO[C@H](CN(C)Cc2ccc(Cl)c(Cl)c2)[C@@H](C)CN([C@H](C)CO)C(=O)c2cc(NC(=O)c3ccncc3)ccc2O1 | 9.5
COc1ccc(NC(=O)CCN2C(=O)c3ccccc3C2=O)c([N+](=O)[O-])c1 | -8.8
CNC[C@@H]1Oc2ccc(NS(=O)(=O)c3c(C)noc3C)cc2C(=O)N([C@@H](C)CO)C[C@H]1C | -6.7
O=C(CCCCCCC(=O)Nc1ccccc1O)N/N=C/c1ccc2c(c1)CCO2 | 2.7
CNc1nc(OCCNC(=O)Nc2ccccc2)nc(N2CCOCC2)n1 | -4.4
C[C@H]1CN([C@@H](C)CO)C(=O)c2cc(NC(=O)Cn3cnnn3)ccc2O[C@H]1CN(C)S(=O)(=O)c1cn(C)cn1 | 11.6
C[C@H]1CN([C@@H](C)CO)C(=O)c2cccc(NC(=O)Nc3ccc4c(c3)OCO4)c2O[C@H]1CN(C)Cc1ccncc1 | -3.9
CCOC(=O)c1ccccc1NC(=O)c1ccccc1N(C)S(C)(=O)=O | -11.7
COc1cc(NC(=O)Cc2cccc3ccccc23)c(C(=O)O)cc1OC | -5.6
NC(=O)N1CCc2ccccc21 | 6.6
C[C@H](CO)N1C[C@H](C)[C@@H](CN(C)CC2CCCCC2)Oc2ccc(NC(=O)Cc3cn(C)c4ccccc34)cc2C1=O | 0.2
CNC[C@H]1Oc2ccc(NC(=O)Nc3ccc(F)cc3)cc2CC(=O)N([C@@H](C)CO)C[C@@H]1C | -10.3
C[C@H]1CN([C@@H](C)CO)C(=O)Cc2cc(NC(=O)CCC(F)(F)F)ccc2O[C@@H]1CN(C)S(=O)(=O)c1ccccc1 | 10.1
Cc1ccc(OCC(=O)Nc2ccc3oc(-c4ccc(F)cc4)nc3c2)c(C)c1 | -12.4
C[C@H](CO)N1C[C@H](C)[C@H](CN(C)C(=O)Nc2ccccc2)Oc2c(NS(=O)(=O)c3ccc(Cl)cc3)cccc2C1=O | 5.8
C[C@H]1CN([C@@H](C)CO)C(=O)Cc2cc(NS(=O)(=O)c3cn(C)cn3)ccc2O[C@H]1CN(C)S(=O)(=O)c1ccc(F)cc1 | -1.5
Cc1c(C)c(C)c(S(=O)(=O)NC(C)(C)C)c(C)c1C | -6.7
CC1(C)NC(=O)N(CC(O)CNC23CC4CC(CC(C4)C2)C3)C1=O (stereo not drawn) | -13.3
C[C@H]1CN([C@@H](C)CO)C(=O)c2cccc(NC(=O)C3CCCCC3)c2O[C@H]1CN(C)C | -1.6
Cc1cc(-c2ccc(N=Nc3cc(S(=O)(=O)O)c4ccccc4c3N)c(C)c2)ccc1N=Nc1cc(S(=O)(=O)O)c2ccccc2c1N | -7.1
CC(=O)[C@H]1CC[C@H]2[C@@H]3CCC4=CC(=O)CC[C@]4(C)[C@H]3CC[C@]12C | 9.7
C[C@H]1CN([C@@H](C)CO)C(=O)CCCn2nncc2CO[C@@H]1CN(C)Cc1ccc(C(F)(F)F)cc1 | 11.9
Cc1oc(-c2ccc(Cl)cc2)cc1COC(=O)Nc1ccccc1 | -1.6
C[C@@H]1CN([C@@H](C)CO)C(=O)CCCn2cc(nn2)CO[C@@H]1CN(C)C(=O)Cc1ccccc1 | -3.0
COc1ccc(CN(C)C[C@@H]2Oc3c(NC(=O)c4ccc(-c5nccs5)cc4)cccc3C(=O)N([C@H](C)CO)C[C@@H]2C)cc1 | 18.7
C[C@@H]1CN([C@@H](C)CO)C(=O)c2cc(NC(=O)Nc3cccc4ccccc34)ccc2O[C@@H]1CN(C)Cc1ccncc1 | 40.8
COc1ccc(CCN2C(=O)/C(=C/c3ccccc3Cl)SC2=S)cc1OC | -12.9
O=C(NC(Cc1ccccc1)C(=O)N1CCCCC1)c1cccs1 (stereo not drawn) | 2.2
CC1Cc2ccccc2N1C(=O)c1cccc(C(=O)N2c3ccccc3CC2C)n1 (stereo not drawn) | 10.6
C[C@H]1CN([C@@H](C)CO)C(=O)Cc2cc(NC(=O)Cc3cn(C)c4ccccc34)ccc2O[C@@H]1CN(C)Cc1ccc(C(F)(F)F)cc1 | 34.1
O=C(CCCC(=O)Nc1ccc(F)cc1)Nc1ccc(F)cc1 | 31.7
COC(=O)CCCCCCC(=O)N/N=C/CC1=C(C)CCCC1(C)C | 26.8
COC(=O)C1CN(C(=O)/C=C/c2ccccc2)c2ccccc2O1 (stereo not drawn) | 0.5
Cc1ccc(CNC(=O)CSc2nc3ccsc3c(=O)n2C2CC2)cc1 | 8.4
Cc1cc(NC(=O)c2cc(-c3ccc(F)cc3)no2)nn1CC(=O)N1CCC(C)CC1 | -8.8
CC(C)NC(=O)Nc1cccc2c1O[C@@H](CN(C)S(=O)(=O)c1cn(C)cn1)[C@H](C)CN([C@H](C)CO)C2=O | -12.0
COc1ccccc1-c1nn(CCC(=O)NC2CCCC2)c2nc(C)cc(C)c12 | -5.0
C[C@H](CO)N1C[C@H](C)[C@@H](CN(C)CC2CCCCC2)Oc2c(NC(=O)C3CC3)cccc2C1=O | 32.8
COC(=O)C(C)NC(=O)C12CC3(C)CC(C)(CC(C)(C3)C1)C2 (stereo not drawn) | 8.8
Cc1cc(C)c2c(c1)CC(C)(C)c1[nH]c(-c3ccccc3)nc1-2 | 53.1
O=C(C1CC1)N1N=C(c2ccc(Cl)cc2)CC1(O)C(F)(F)F (stereo not drawn) | -6.7
COc1ccc(C(=O)CC2(O)C(=O)Nc3ccc(Cl)cc32)cc1OC (stereo not drawn) | -3.0
C[C@@H]1CN([C@H](C)CO)C(=O)Cc2cc(NC(=O)Nc3ccccc3)ccc2O[C@H]1CN(C)C | 1.3

3 of the compounds above, tab-delimited.
Structure	U2OS ROS induce
COC(=O)C(C)NC(=O)C12CC3(C)CC(C)(CC(C)(C3)C1)C2 (stereo not drawn)	8.8
COc1ccccc1-c1nn(CCC(=O)NC2CCCC2)c2nc(C)cc(C)c12	-5.0
O=C(C1CC1)N1N=C(c2ccc(Cl)cc2)CC1(O)C(F)(F)F (stereo not drawn)	-6.7

Additional records follow.
SMILES | U2OS ROS induce
C[C@@H]1CN([C@@H](C)CO)C(=O)c2cc(NC(=O)Nc3cccc4ccccc34)ccc2O[C@H]1CN(C)S(=O)(=O)c1ccc(Cl)cc1 | 11.5
Cc1cc([N+](=O)[O-])nn1CC(=O)Nc1cc(Cl)cc(Cl)c1 | -4.5
Cc1noc(C)c1NC(=O)Nc1ccc2c(c1)CC(=O)N([C@H](C)CO)C[C@@H](C)[C@H](CN(C)C(=O)Nc1c(C)noc1C)O2 | 20.2
C[C@@H]1CCCCO[C@@H](CN(C)C(=O)NC2CCCCC2)[C@@H](C)CN([C@H](C)CO)C(=O)c2cc(NC(=O)c3ccncc3)ccc2O1 | 10.5
Cc1ccc(S(=O)(=O)Nc2ccc3c(c2)C(=O)N([C@H](C)CO)C[C@H](C)[C@H](CN(C)Cc2ccncc2)O3)cc1 | 4.6
COc1ccc(NC(=O)Nc2cccc3c2O[C@@H](CN(C)Cc2ccc4c(c2)OCO4)[C@H](C)CN([C@H](C)CO)C3=O)cc1 | 6.4
COc1ccc(OC)c(/C=N/N2C(=O)C3C(C2=O)C2C=CC3C23CC3)c1 (stereo not drawn) | -8.4
COC(=O)c1cc(OC)cc(O)c1C(=O)c1c(O)cc(C)cc1O | -5.6
C[C@H]1CN([C@@H](C)CO)C(=O)c2cccc(N(C)C)c2O[C@H]1CN(C)Cc1ccc(C(=O)Nc2ccccc2N)cc1 | 8.1
Cc1noc(C)c1S(=O)(=O)N(C)C[C@@H]1Oc2ccc(NS(=O)(=O)c3ccc(F)cc3)cc2C(=O)N([C@H](C)CO)C[C@@H]1C | 1.3
COc1ccc(S(=O)(=O)N(C)C[C@@H]2OCc3cnnn3CCCC(=O)N([C@H](C)CO)C[C@@H]2C)cc1 | 43.6
Cc1ccc(CS(=O)Cc2ccc(C(=O)N3CCN(Cc4ccccc4)CC3)o2)cc1 (stereo not drawn) | -6.3
C[C@@H]1CN([C@H](C)CO)C(=O)Cc2cc(NC(=O)C3CC3)ccc2O[C@H]1CN(C)CC1CC1 | 18.2
CC1(C)CC[C@]2(C(=O)O[C@@H]3O[C@H](CO)[C@@H](O)[C@H](O)[C@H]3O)CC[C@]3(C)C(=CCC4[C@@]5(C)C[C@@H](O)[C@H](O)[C@@](C)(CO)C5CC[C@]43C)C2C1 (stereo partly drawn) | -4.0
C[C@H](CO)N1C[C@H](C)[C@H](CN(C)Cc2ccccc2)Oc2ccc(NC(=O)CCCN(C)C)cc2C1=O | 30.4
CCOc1ccc(Nc2nc(CSc3nc4ccccc4c(=O)n3-c3ccccc3)cs2)cc1 | -8.7
O=C(Nc1csnc1-c1c(Cl)cccc1Cl)NN1CCCCC1 | 7.3
O=C(O)c1cnn2c(C(F)(F)F)cc(-c3ccco3)nc12 | -12.9
C=C1C(=O)C23CC(O)C4C(C)(C(=O)OC5OC(CO)C(O)C(O)C5O)CCCC4(C)C2=CCC1(O)C3 (stereo not drawn) | 3.2
C=CCN1C(=O)[C@]2(O[C@H](CCn3cc(CCO)nn3)[C@@H]([Si](C)(C)c3ccc(OC)cc3)[C@@H]2C)c2cc(N3CCOC3=O)ccc21 | 33.1
CNC[C@@H]1Oc2ccc(NC(=O)CCCN(C)C)cc2C(=O)N([C@@H](C)CO)C[C@H]1C | -5.6
Cc1noc(C)c1NC(=O)Nc1ccc2c(c1)C(=O)N([C@@H](C)CO)C[C@H](C)[C@H](CN(C)C(=O)Nc1ccc3c(c1)OCO3)O2 | -5.2
Cc1noc(C)c1NC(=O)Nc1ccc2c(c1)CC(=O)N([C@@H](C)CO)C[C@H](C)[C@@H](CN(C)S(=O)(=O)c1ccc(Cl)cc1)O2 | -6.8
Cc1ccc(C(=O)c2ccc(C)c(C)c2)cc1C | 12.6

Laid out differently: 5 of the compounds above.
| molecule | U2OS ROS induce |
| --- | --- |
| Cc1noc(C)c1NC(=O)Nc1ccc2c(c1)CC(=O)N([C@@H](C)CO)C[C@H](C)[C@@H](CN(C)S(=O)(=O)c1ccc(Cl)cc1)O2 | -6.8 |
| CC1(C)CC[C@]2(C(=O)O[C@@H]3O[C@H](CO)[C@@H](O)[C@H](O)[C@H]3O)CC[C@]3(C)C(=CCC4[C@@]5(C)C[C@@H](O)[C@H](O)[C@@](C)(CO)C5CC[C@]43C)C2C1 (stereo partly drawn) | -4.0 |
| Cc1ccc(C(=O)c2ccc(C)c(C)c2)cc1C | 12.6 |
| CCOc1ccc(Nc2nc(CSc3nc4ccccc4c(=O)n3-c3ccccc3)cs2)cc1 | -8.7 |
| Cc1noc(C)c1NC(=O)Nc1ccc2c(c1)C(=O)N([C@@H](C)CO)C[C@H](C)[C@H](CN(C)C(=O)Nc1ccc3c(c1)OCO3)O2 | -5.2 |

Later entries:
SMILES | U2OS ROS induce
Cc1ccc(S(=O)(=O)N(C)C[C@H]2Oc3ccc(N(C)C)cc3C(=O)N([C@H](C)CO)C[C@H]2C)cc1 | -2.8
c1ccc(-c2nnc(N3CCc4ccccc43)nc2-c2ccccc2)cc1 | 102.7*
C=C(C)COc1ccc(/C=C(/NC(=O)c2ccccc2)C(=O)O)cc1OC | -7.1
Cn1nnc2c(NCC(=O)C(C)(C)C)nc(Cc3ccc(Cl)cc3Cl)nc21 | -23.5
CNC[C@H]1Oc2ccc(NC(=O)Nc3ccc(OC)cc3)cc2C(=O)N([C@@H](C)CO)C[C@@H]1C | 6.4
C[C@H]1CN([C@@H](C)CO)C(=O)Cc2cc(N(C)C)ccc2O[C@@H]1CN(C)S(=O)(=O)c1cn(C)cn1 | -11.5
CC[C@H](NS(=O)(=O)c1ccc(C)cc1)C(=O)Oc1cc2oc(=O)cc(C)c2cc1Cl | 18.8
O=C(O)c1cccc(/C=N/NC(=O)c2ccccc2O)c1 | 2.7
Cc1cc(C)c(NC(=O)CN(c2cccc3ccccc23)S(C)(=O)=O)c(C)c1 | 2.4
O=C(CCCCC(=O)N/N=C/c1cccc(O)c1)NO | -12.9
